DENV2 CPE rescue = inhibitors of DENV2 cytopathic effect, primary screen, cell-based, plate reader, single concentration | DENV2-infected cells, cytopathic effect rescue | CPE inhibition, % at 9.99 µM | hit rate 1.7% among 350,000 | AID 651640, 2012; in the data active = CPE inhibition above about 20%, passing the limit was not always enough; inconclusive = no clear call, values can overlap the other calls; tested in BHK-21 cells;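 note: 0% = median of neutral control wells and 100% = median of positive control wells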
C2C12 statin = suppressors of statin myotoxicity in C2C12 myotubes, primary screen, cell-based, single point, plate reader; AID 602340, 2012; C2C12 myotubes + simvastatin, ATP luminescence, 48 h; scaled: DMSO 0, geranylgeraniol control 100; rescue of ATP level, % at 7.49 µM; hit rate 0.78% among 330,000;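 active = mean ATP rescue above about 67%, or every replicate alone reaching that limit, limit read from the data, passing the limit was not always enough; inconclusive = no clear call, values can overlap the other calls; inactive = mean under the limit and some replicate under it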;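 note: myotubes were challenged with 10 µM simvastatin during compound exposure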
SIRT5 inh = SIRT5 desuccinylase inhibitors, primary screen, biochemical, fluorescence imaging, single point, set 5; NAD-dependent protein deacylase sirtuin-5, mitochondrial (Homo sapiens), Q9NXA8; Purified SirT5, succinyl-peptide AMC, trypsin-coupled fluorescence; inhibition, % at 15 µM; hit rate 1.1% among 330,000; in the data active = inhibition above about 15%; inconclusive = no clear call, values can overlap the other calls
Target sequence (Q9NXA8 whole entry, looked up): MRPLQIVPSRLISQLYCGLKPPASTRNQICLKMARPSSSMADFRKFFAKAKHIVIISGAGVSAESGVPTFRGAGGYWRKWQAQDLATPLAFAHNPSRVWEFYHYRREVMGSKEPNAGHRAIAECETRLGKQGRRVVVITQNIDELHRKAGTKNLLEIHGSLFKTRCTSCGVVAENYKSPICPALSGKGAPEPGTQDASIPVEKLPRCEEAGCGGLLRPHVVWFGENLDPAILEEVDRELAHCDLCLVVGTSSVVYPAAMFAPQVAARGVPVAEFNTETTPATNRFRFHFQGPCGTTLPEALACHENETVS
ERp5 inh = inhibitors of ERp5-driven insulin aggregation, primary screen, biochemical, turbidity, absorbance 650 nm, single point; Protein disulfide-isomerase A6 (Homo sapiens), Q15084; 90 min; inhibition, % at 9.99 µM; hit rate 0.05% among 350,000; AID 651711, 2012;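 active = mean replicate inhibition above about 25%, with every replicate also reaching it, limit read from the data, passing the limit was not always enough; inconclusive = only one of those two criteria met; inactive = neither criterion met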
S100A4 inh HTS = inhibitors of S100A4-myosin IIA peptide binding, primary screen, biochemical, fluorescence polarization, TAMRA-MyoIIA peptide. hit rate 0.14% among 360,000. Protein S100-A4 (Homo sapiens), P26447. inhibition, % at 10.7 µM;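 active = mean inhibition of at least 70% across replicates, with every replicate also reaching that level; inconclusive = mean inhibition reaches 70% but some replicates fall short; inactive = mean inhibition below 70%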
Target sequence (P26447 whole entry, looked up): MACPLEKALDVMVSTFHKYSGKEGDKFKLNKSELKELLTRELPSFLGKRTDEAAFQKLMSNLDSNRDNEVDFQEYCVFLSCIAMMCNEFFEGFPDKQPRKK
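Material: S100A4 monomer protein / Buffer or medium: 50 mM HEPES pH 7.2, 10 mM CaCl2, 100 mM KCl / Times: 5 min incubation before reading / Benchmarks: neutral control DMSO, positive control TFP / Reagent: labelled myosin peptide probe, 5 nM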
E-sel inducer = E-selectin induction in HUVECs, primary screen, imaging, HUVEC, immunofluorescence imaging, single point; normalized: neutral wells 0, TNF-alpha wells 100; hit rate 0.37% among 260,000; activation, % at 7.58 µM; P16581;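 active = mean E-selectin-positive cell signal at least 10% of the positive control, reached in at least 60% of replicates, without over 20% cell loss; inconclusive = no rule given, readout overlaps actives, possibly toxicity-flagged; inactive = the rest, including those meeting only one limit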;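 note: in these data hits start at about 27%; measured in HUVEC primary endothelial cells; signal is the percent of cells scored E-selectin positive by PE staining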
Target sequence (P16581 whole entry, looked up): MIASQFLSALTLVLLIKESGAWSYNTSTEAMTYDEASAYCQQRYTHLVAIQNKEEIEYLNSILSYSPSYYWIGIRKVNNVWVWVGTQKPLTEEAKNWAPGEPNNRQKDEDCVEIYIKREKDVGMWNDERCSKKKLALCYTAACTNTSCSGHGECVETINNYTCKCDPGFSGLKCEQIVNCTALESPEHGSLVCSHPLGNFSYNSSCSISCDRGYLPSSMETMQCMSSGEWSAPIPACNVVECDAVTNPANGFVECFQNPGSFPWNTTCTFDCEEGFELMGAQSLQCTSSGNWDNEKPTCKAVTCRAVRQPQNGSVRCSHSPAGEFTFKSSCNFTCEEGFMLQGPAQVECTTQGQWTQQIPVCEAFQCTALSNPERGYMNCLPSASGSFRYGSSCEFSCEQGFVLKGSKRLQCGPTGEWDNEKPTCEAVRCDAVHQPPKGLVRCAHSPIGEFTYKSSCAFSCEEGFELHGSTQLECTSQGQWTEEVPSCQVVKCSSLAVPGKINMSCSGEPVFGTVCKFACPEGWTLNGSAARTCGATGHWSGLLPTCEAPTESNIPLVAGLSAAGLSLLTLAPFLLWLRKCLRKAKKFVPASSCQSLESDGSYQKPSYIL
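assay system = HUVEC, human umbilical vein endothelial cells | input = 3,000 HUVEC seeded per well | medium = EGM-2 growth medium on 0.1% gelatin-coated wells | dosing = one compound dose added by pin transfer | signal = immunofluorescence imaging | read-out basis = % PE-positive cells | control set = TNF-alpha, DMSO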
PglD inh = C. jejuni PglD acetyltransferase inhibitors, primary screen, biochemical, DTNB colorimetric, single point | AID 602405, 2012 | purified PglD enzyme, DTNB colorimetric CoA detection | UDP-N-acetylbacillosamine N-acetyltransferase PglD (Campylobacter jejuni) | inhibition, % at 12.5 µM | hit rate 0.098% among 360,000; in the data active = inhibition above about 16%, passing the limit was not always enough; inconclusive = no clear call, values can overlap the other calls; note: strong numbers were not always called active
An asterisk follows results filed as active.

Screening O=C(CCC(=O)N1CCOc2ccccc21)N1CCCCC1 returned DENV2 CPE rescue 4, C2C12 statin 2, SIRT5 inh -1, ERp5 inh 2, S100A4 inh HTS 0, E-sel inducer -0.6 and PglD inh 0.
C[C@H]1CN([C@@H](C)CO)C(=O)c2cccc(NC(=O)c3ccncc3)c2O[C@@H]1CN(C)S(=O)(=O)c1ccc(Cl)cc1 was read as DENV2 CPE rescue -4, C2C12 statin 2, SIRT5 inh -2, ERp5 inh 0, S100A4 inh HTS -11 and PglD inh -1.
`O=C(C[C@H]1C[C@@H]2c3cc(NC(=O)Nc4ccccc4)ccc3O[C@@H]2[C@@H](CO)O1)NCc1ccccn1` gave DENV2 CPE rescue 2, C2C12 statin -3, SIRT5 inh -3, ERp5 inh 0, S100A4 inh HTS 12, E-sel inducer 0.1 and PglD inh 0.
`CC1CCN(C(=O)CN2C(=O)C(C)(C)Oc3ccc(C(=O)NC(C)C)cc32)CC1` gave DENV2 CPE rescue -3, C2C12 statin -5, SIRT5 inh -7, ERp5 inh -5, S100A4 inh HTS -5 and PglD inh -2.
CC1=C(C(=O)OC(C)C)C(c2ccccc2)NC(=O)N1C (centres undefined) was read as DENV2 CPE rescue 1, C2C12 statin 10, SIRT5 inh 3, ERp5 inh 0, S100A4 inh HTS 9 and PglD inh -5.
For CN1C(=O)c2cc(NC(=O)C3CCCCC3)ccc2OC[C@H]2O[C@@H](CC(=O)NCC3CCCCC3)CC[C@@H]21 the results were DENV2 CPE rescue 7, SIRT5 inh -2, ERp5 inh 0, S100A4 inh HTS 2 and E-sel inducer 0.0.
Screening Nc1nc(-c2ccc(Oc3ccccc3)cc2)c(CC(=O)O)s1 returned DENV2 CPE rescue -6, C2C12 statin -5, SIRT5 inh 4, ERp5 inh 4, S100A4 inh HTS -7, E-sel inducer 1.4 and PglD inh 1.
For C[C@@H]1CN([C@H](C)CO)C(=O)c2cc(NC(=O)CCCN(C)C)ccc2O[C@@H](C)CCCCO[C@@H]1CN(C)S(=O)(=O)c1cn(C)cn1 the results were DENV2 CPE rescue 5, SIRT5 inh -2, ERp5 inh 0, S100A4 inh HTS 20, E-sel inducer -0.2 and PglD inh -1.
O=C(CN1C(=O)CC(c2ccccc2)Sc2ccccc21)NCC1CCCO1 (centres undefined) was read as DENV2 CPE rescue -3, C2C12 statin 5, SIRT5 inh -2, ERp5 inh 0, S100A4 inh HTS 7, E-sel inducer 0.3 and PglD inh -4.
For COc1ccc(S(=O)(=O)Nc2ccc3c(c2)C(=O)N([C@H](C)CO)C[C@H](C)[C@@H](CN(C)Cc2ccc(C(=O)O)cc2)O3)cc1 the results were DENV2 CPE rescue 4, SIRT5 inh -2, ERp5 inh 5, S100A4 inh HTS 1, E-sel inducer -0.1 and PglD inh 3.
For O=C(CN(c1ccc(F)cc1)S(=O)(=O)c1ccccc1)NCCSC1CCCCC1 the results were DENV2 CPE rescue -5, C2C12 statin -1, SIRT5 inh 3, ERp5 inh 0, S100A4 inh HTS -8 and PglD inh -1.
Screening Cc1ccc(NC(=S)NNC(=O)Cn2nc(C(F)F)cc2C(F)F)cc1 returned DENV2 CPE rescue -3, SIRT5 inh 1, ERp5 inh 5, S100A4 inh HTS -7 and E-sel inducer -2.3.
CCC(CO)Oc1cc(NCc2cccc(O)c2)c2ncn(C(C)C)c2c1 (centres undefined) was read as DENV2 CPE rescue -7, C2C12 statin 4, ERp5 inh -3, S100A4 inh HTS -1, E-sel inducer 0.3 and PglD inh -3.
CO[C@@H]1CN(C)C(=O)c2ccc(NC(C)=O)cc2OC[C@H](C)N(Cc2ccncc2)C[C@@H]1C was read as DENV2 CPE rescue -7, C2C12 statin -9, SIRT5 inh 3, ERp5 inh 0, S100A4 inh HTS 3, E-sel inducer -0.1 and PglD inh 1.
For C[C@@H]1CN([C@H](C)CO)C(=O)c2cc(NC(=O)Nc3ccc(C(F)(F)F)cc3)ccc2O[C@@H]1CN(C)CC1CC1 the results were DENV2 CPE rescue 2, C2C12 statin -4, SIRT5 inh -3, ERp5 inh 2, S100A4 inh HTS -3, E-sel inducer 0.3 and PglD inh 2.
Screening Cc1cccc(C)c1NC(=O)C(=O)NCC1CCCN1S(=O)(=O)c1cccs1 (centres undefined) returned DENV2 CPE rescue inconclusive, C2C12 statin 14, SIRT5 inh -1, ERp5 inh -4, S100A4 inh HTS 1 and E-sel inducer -1.1.
CCOCC(=O)Nc1ccc(Br)c(C)c1 was read as DENV2 CPE rescue -3, SIRT5 inh 1, ERp5 inh 0 and S100A4 inh HTS -2.
Screening O=C(C[C@@H]1C[C@H]2c3cc(NC(=O)NC4CCCC4)ccc3O[C@H]2[C@H](CO)O1)NCC1CC1 returned DENV2 CPE rescue 0, C2C12 statin 4, SIRT5 inh 1, ERp5 inh 5, S100A4 inh HTS -3, E-sel inducer -0.2 and PglD inh 2.
For CCNC(=O)[C@H]1[C@H](CO)[C@H]2Cn3c(ccc(-c4ccc(OC)cc4)c3=O)[C@@H]1N2S(C)(=O)=O the results were DENV2 CPE rescue 10, C2C12 statin 4, SIRT5 inh -70, ERp5 inh 4, S100A4 inh HTS 8, E-sel inducer 0.1 and PglD inh -5.
Screening CC(C)(C)NC(=O)NC(=O)COC(=O)Cc1coc2ccc3ccccc3c12 returned DENV2 CPE rescue 6, SIRT5 inh -1, ERp5 inh 2, S100A4 inh HTS -22, E-sel inducer 0.3 and PglD inh -3.
CC1=C(C(=O)NCc2ccc3c(c2)OCO3)C2(CCC(C)CC2)OC1=O (centres undefined) was read as DENV2 CPE rescue -1, C2C12 statin 2, SIRT5 inh -1, ERp5 inh 3, S100A4 inh HTS -3, E-sel inducer -0.5 and PglD inh 3.
For COc1ccc(NC(=S)NC(=O)c2ccccc2)cn1 the results were DENV2 CPE rescue -5, SIRT5 inh 2, ERp5 inh -4, S100A4 inh HTS 0, E-sel inducer -0.4 and PglD inh 2.
Screening O=C(CC1Sc2ccccc2NC1=O)NNC(=O)Nc1ccc(Cl)cc1 (centres undefined) returned DENV2 CPE rescue 0, SIRT5 inh -5, ERp5 inh 2, S100A4 inh HTS 1, E-sel inducer 1.8 and PglD inh 0.
Cc1cc(-c2cc(NC(=O)Cc3c(C)[nH]c4ccccc34)ccc2Nc2cccnc2)ccc1F was read as DENV2 CPE rescue 1, ERp5 inh -6, S100A4 inh HTS -1 and E-sel inducer 2.9.
Cc1ccc(N=Nc2c(O)[nH]c3ccc(F)cc23)cc1 was read as DENV2 CPE rescue -7, SIRT5 inh -4, ERp5 inh 6, S100A4 inh HTS 2, E-sel inducer 0.8 and PglD inh 0.
Screening Cc1noc(C)c1S(=O)(=O)N(C)C[C@H]1OCCCC[C@@H](C)Oc2ccc(NC(=O)CCCN(C)C)cc2C(=O)N([C@@H](C)CO)C[C@H]1C returned DENV2 CPE rescue 10, SIRT5 inh -4, ERp5 inh 3, S100A4 inh HTS -7, E-sel inducer 0.0 and PglD inh 3.
Screening CC(C)OC(=O)c1nnc(Cc2ccc(F)cc2)o1 returned DENV2 CPE rescue -9, C2C12 statin 2, ERp5 inh -9, S100A4 inh HTS 1, E-sel inducer 0.1 and PglD inh 1.
Screening CCn1c(=N)c(S(=O)(=O)c2ccccc2)cc2c(=O)n3ccccc3nc21 returned DENV2 CPE rescue 2, SIRT5 inh -4, ERp5 inh 3, S100A4 inh HTS 4 and E-sel inducer -0.2.
For O=C(NC1(C(F)(F)F)N=C(c2ccccc2)NC1=O)c1ccccc1 (centres undefined) the results were DENV2 CPE rescue -1, SIRT5 inh -4, ERp5 inh -21, S100A4 inh HTS 2 and PglD inh 0.
Screening C[C@@H]1CN([C@H](C)CO)S(=O)(=O)c2ccc(C#C[C@@H](C)O)cc2O[C@@H]1CN(C)Cc1cncnc1 returned DENV2 CPE rescue 10, C2C12 statin -11, SIRT5 inh -1, ERp5 inh -4, S100A4 inh HTS 1, E-sel inducer -1.0 and PglD inh -4.
Screening CCOc1ccc(Oc2ccccc2NC(=O)CN2C(=O)NC3(CCCC3)C2=O)cc1 returned DENV2 CPE rescue -2, C2C12 statin 10, SIRT5 inh -4, ERp5 inh -11, S100A4 inh HTS 0 and PglD inh 0.
Screening C/C(CCc1ccccc1)=N\NC(=O)c1ccc(CN2CCOCC2)cc1 returned DENV2 CPE rescue -2, SIRT5 inh -1, ERp5 inh 4, S100A4 inh HTS 2 and E-sel inducer 0.5.
Screening CC(C)(C)OC(=O)N1CCC(CC2CC(c3ccncc3)=NO2)(C(=O)O)CC1 (centres undefined) returned DENV2 CPE rescue 0, C2C12 statin 8, SIRT5 inh 0, ERp5 inh -3, S100A4 inh HTS -1, E-sel inducer 0.1 and PglD inh 9.
`CC(=O)N1[C@H](CO)[C@H](c2ccc(-c3ccc(F)cc3)cc2)[C@H]1CNC(=O)C1CC1` gave DENV2 CPE rescue 3, C2C12 statin 2, E-sel inducer 0.0 and PglD inh 0.
C[C@H](CO)N1C[C@H](C)[C@H](CN(C)Cc2ccc3c(c2)OCO3)Oc2c(NC(=O)Nc3cccc4ccccc34)cccc2C1=O was read as DENV2 CPE rescue -3, C2C12 statin 6, SIRT5 inh 8, ERp5 inh 10, S100A4 inh HTS 5, E-sel inducer 0.0 and PglD inh 2.
CCCn1c(SCC(=O)Nc2ccc(C(=O)Nc3ccccc3OC)cc2)n[nH]c1=O was read as DENV2 CPE rescue 3, C2C12 statin -2, SIRT5 inh -1, ERp5 inh -7, S100A4 inh HTS 1 and PglD inh -1.
Screening COc1ccc(N2CC(C(=O)OCC(=O)c3ccc(C)cc3)CC2=O)cc1 (centres undefined) returned DENV2 CPE rescue 11, C2C12 statin -6, SIRT5 inh -9, ERp5 inh 2, S100A4 inh HTS 12 and PglD inh 2.
COCCNC(=O)C(=O)N/N=C(\C)CC(=O)Nc1ccc(Cl)cc1Cl was read as DENV2 CPE rescue -1, SIRT5 inh 1, ERp5 inh -1, S100A4 inh HTS -1 and E-sel inducer -0.5.
Screening CC1CC(C)CN(C(=O)c2ccc3ncsc3c2)C1 (centres undefined) returned DENV2 CPE rescue 6, C2C12 statin 5, SIRT5 inh -1, ERp5 inh -3, S100A4 inh HTS -7, E-sel inducer -0.8 and PglD inh -2.
`CCN1CCN(S(=O)(=O)c2ccc3c(c2)NC(=O)CS3)CC1` gave DENV2 CPE rescue 3, C2C12 statin -7, SIRT5 inh -2, ERp5 inh -18, S100A4 inh HTS -3 and PglD inh 1.
`C[C@H]1CN([C@@H](C)CO)C(=O)Cc2cc(NC(=O)CCN3CCOCC3)ccc2O[C@H]1CN(C)Cc1ccccc1` gave DENV2 CPE rescue -8, C2C12 statin 7, SIRT5 inh 3, ERp5 inh 2, S100A4 inh HTS 6, E-sel inducer -0.1 and PglD inh 0.
`O=C(OCC(=O)N1CCCCCC1)c1cnc(Cl)c(Cl)c1` gave DENV2 CPE rescue -1, C2C12 statin 0, SIRT5 inh 2, ERp5 inh 1, S100A4 inh HTS -5, E-sel inducer -0.2 and PglD inh 3.
For CO[C@H]1CN(C)C(=O)c2ccc(NC(=O)C3CCC3)cc2OC[C@@H](C)N(C(=O)NC(C)C)C[C@H]1C the results were C2C12 statin -4, SIRT5 inh 0, ERp5 inh 1, S100A4 inh HTS 13, E-sel inducer -0.3 and PglD inh 2.

Screens: PubChem, Broad Institute

These rows are one share of the data; the hit share may differ from the screen's.
